# HSP90 refold inh: blocks HSP90-mediated luciferase refolding in reticulocyte lysate; actives 0.91% (n = 290,000); AID 1789; Rabbit reticulocyte lysate, luciferase refolding luminescence, 3 h; inhibition, % at 5.6 µM;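 active = inhibition above the screen-wide mean plus 3 SD, computed separately per campaign, cut at about 16% in these data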;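 also: 0% = DMSO wells and 100% = 60 µM geldanamycin wells; inhibitors lower the luminescence because luciferase stays unfolded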
# aSyn UTR inh: MLPCN primary screen, SNCA 5' untranslated region. alpha-synuclein 5'UTR reporter, inhibitor activity. inhibition, % (tested at 7.5 µM). actives 0.82% (n = 300,000); in the data active = inhibition above about 60%;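 also: H4 neuroglioblastoma cells stably carrying SNCA 5'UTR luciferase fusion; 0% = DMSO wells and 100% = positive control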
# HSF1 activator: increases HSF-1 driven luciferase reporter signal. activation, % at 9 µM. actives 1.7% (n = 300,000). NIH3T3-HGL HSF-1 luciferase reporter, MG132, 8 h; 100% = twice DMSO control signal;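 active = mean replicate activation of at least 50% with a set share of replicates each reaching 50%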;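 also: 0% = median of the neutral control wells and 100% = twice that signal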
# Platelet DG rel: modulates dense granule release in human platelets | human platelet-rich plasma, SFLLRN dense granule ATP release, luminescence | inhibition, %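 (compounds screened at 7.5 µM in platelet-rich plasma)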 | actives 0.22% (n = 300,000) | AID 1663;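 active = mean replicate score, as percent of positive control, at or above 50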
# IEC-6 tox: kills IEC-6 intestinal cells in KLF5 counter-screen; AID 1825; inhibition, % at 5 µM; IEC-6 cytotoxicity, luminescence viability; actives 0.78% (n = 290,000); in the data active = inhibition above about 22%;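 also: 0% = plate median of test compound wells and 100% = cytotoxic reference compound wells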
# Dyrk1A ADPGlo: blocks rat Dyrk1A kinase activity; AID 504441; actives 0.43% (n = 310,000); ADP-Glo luminescence, NFATc1 peptide; inhibition, % at 12.5 µM; in the data active = inhibition above about 50%;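 also: plate controls were vehicle with enzyme for no effect and no enzyme for full effect; many of its hits are not listed in these tables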
# KLF5 inhibitor: kruppel-like factor 5 inhibition | DLD-1 KLF5 promoter-luciferase reporter, luminescence | inhibition, % at 5 µM | actives 0.23% (n = 290,000) | AID 1700;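 active = inhibition above a per-plate limit of that plate's mean compound inhibition plus 3 SD, cut at about 60% in these data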;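 also: 0% = DMSO wells and 100% = LY294002 at 200 µM; higher means less KLF5 promoter-driven luciferase light; inactives centre near -14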
# HSF1 inh: HSF1 inhibition; activity change, negative = inhibition, % at 7.5 µM (by protocol); AID 2098; NIH3T3-HGL HSE-luciferase, MG132-induced, luminescence 8 h; stronger effect = lower value; actives 0.77% (n = 300,000);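 active = more than half of replicate wells show activity change below -50%, luminescence cut by over half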;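 also: luciferase reports HSF-1 transcriptional activity via heat shock element; 0% = median of DMSO wells and -100% = zero luminescence signal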
# GSK3A inh: human GSK-3 alpha kinase inhibition. actives 0.1% (n = 320,000). ADP-Glo luminescence, 60 min. P49840. inhibition, % at 10 µM;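 in the data active = inhibition above about 50%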;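 also: GST-tagged GSK-3 alpha with peptide substrate and 25 µM ATP; 0% = DMSO neutral wells and 100% = GW8510 positive control wells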
# Target sequence (P49840 whole entry, looked up): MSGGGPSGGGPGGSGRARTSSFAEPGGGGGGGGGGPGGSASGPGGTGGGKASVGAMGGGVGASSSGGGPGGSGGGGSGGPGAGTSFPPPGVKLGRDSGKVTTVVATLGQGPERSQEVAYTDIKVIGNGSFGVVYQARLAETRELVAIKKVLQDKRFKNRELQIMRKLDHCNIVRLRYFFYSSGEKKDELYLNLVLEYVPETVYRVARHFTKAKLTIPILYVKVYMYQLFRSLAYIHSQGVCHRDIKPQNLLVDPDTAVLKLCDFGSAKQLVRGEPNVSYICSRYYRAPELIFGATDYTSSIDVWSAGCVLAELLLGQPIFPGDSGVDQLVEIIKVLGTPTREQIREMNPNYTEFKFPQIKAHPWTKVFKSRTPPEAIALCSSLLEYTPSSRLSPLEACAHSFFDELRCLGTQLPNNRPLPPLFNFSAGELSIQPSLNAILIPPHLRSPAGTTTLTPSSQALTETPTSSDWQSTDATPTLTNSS
# GSK3B inh: inhibitors of human GSK3beta kinase; activity score (negative = inhibition), % at 10 µM; AID 2097; actives 0.038% (n = 300,000); P49841; GST-GSK3beta kinase, ADP-Glo luminescence, 60 min; stronger effect = lower value;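 active = more than half of replicate wells score below -50%, meaning over 50% inhibition versus plate controls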;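 also: 0% = median DMSO wells and -100% = median GW8510 positive control wells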
# Target sequence (P49841 whole entry, looked up): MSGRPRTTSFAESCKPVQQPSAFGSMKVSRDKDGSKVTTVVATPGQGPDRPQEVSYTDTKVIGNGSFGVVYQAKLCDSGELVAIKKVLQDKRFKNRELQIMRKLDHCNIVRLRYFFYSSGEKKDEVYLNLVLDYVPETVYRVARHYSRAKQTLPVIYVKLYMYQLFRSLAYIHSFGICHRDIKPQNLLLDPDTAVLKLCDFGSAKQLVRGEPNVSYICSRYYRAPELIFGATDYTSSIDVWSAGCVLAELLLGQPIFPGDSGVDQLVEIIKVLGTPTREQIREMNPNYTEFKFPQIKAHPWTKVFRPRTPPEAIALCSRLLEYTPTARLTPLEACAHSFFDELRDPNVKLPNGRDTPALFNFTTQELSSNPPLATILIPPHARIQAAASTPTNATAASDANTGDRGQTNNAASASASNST
#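 Assay system: GST-tagged human GSK3beta kinase, cell-free; Input: 1.6 ng GSK3beta; Medium: Tris/MgCl2 kinase buffer; Timing: 60 min enzyme reaction, room temperature; Signal: ADP-Glo luminescence quantifying ADP generated by kinase; Evaluation: score relative to plate controls; Benchmarks: DMSO neutral wells and GW8510 at 20 µM as positive.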
# Starred values were filed as active, the others as inactive; / = no result given. Not all compounds are listed (hit frequency here may not be typical).
SMILES,HSP90 refold inh,aSyn UTR inh,HSF1 activator,Platelet DG rel,IEC-6 tox,Dyrk1A ADPGlo,KLF5 inhibitor,HSF1 inh,GSK3A inh,GSK3B inh
CC1CCN(C(=O)COc2ccc(S(=O)(=O)N3CCCC3)cc2)CC1,-1,21,9,-8,-1,-13,-15,-5,-1,1
CC1CCCCN1C(=O)CSc1nc2ccccc2[nH]1 (stereo unspecified),-2,-58,10,-2,1,0,-12,12,-1,0
COc1cc(S(=O)(=O)NCc2ccncc2)c(OC)cc1Br,0,0,-3,25,-4,-1,-25,-3,1,2
Cc1ccc(-c2nnn(CC(=O)Nc3ccc4nn(-c5ccccc5)nc4c3)n2)o1,2,-28,8,5,1,-11,-18,-4,-1,-1
Cc1nnc(SCC(=O)NC2CCCCCC2)n1C,-3,-7,-15,7,2,6,-16,2,1,-1
Cc1onc(-c2c(F)cccc2Cl)c1C(=O)OCN1C(=O)c2ccccc2C1=O,7,-1,22,0,5,7,-30,6,0,3
Cn1c(=O)c(=O)n(C)c2cc(S(=O)(=O)N3CCN(c4ccc(F)cc4)CC3)ccc21,2,-4,1,3,-1,0,-27,0,2,3
C=CCn1c(SCC(=O)Nc2ccc(N3CCOCC3)cc2)nc2ccccc2c1=O,-2,18,-3,-2,-2,-2,-32,1,-1,0
COc1ccccc1N1CCN(C2CC(=O)N(c3cccc(Br)c3)C2=O)CC1 (stereo unspecified),2,36,-18,0,0,-3,-57,-2,0,1
Cc1c(CN2CCC(n3nccc3NC(=O)CCc3ccccc3)CC2)cnn1C,-1,4,2,-6,-2,-1,-46,-1,1,1
N#CC1(NC(=O)COc2ccc3ccc(=O)oc3c2)CCCCC1,/,5,7,/,/,4,/,-3,0,-3
CC(=O)Nc1ccc(NC(=O)C(C)OC(=O)CSc2ccc(Br)cc2C)cc1 (stereo unspecified),-1,-13,17,-9,-7,2,-27,-1,3,0
O=[N+]([O-])c1cnc(N2CCCCC2)c([N+](=O)[O-])c1,2,39,10,6,-1,-1,-20,-3,0,1
CCC(C)(C)n1nnnc1C(c1ccc2ncccc2c1)N1CCCCCC1 (stereo unspecified),2,4,2,6,3,-5,-34,3,-1,1
COC(=O)c1ccc2c(c1)NC(=O)c1ccccc1S2,-2,-7,-2,0,0,1,-23,4,3,0
COc1cccc(NC(=O)CN2C(=O)CSc3nc(C)cc(C)c32)c1,0,-2,-1,-5,5,-1,-8,7,0,1
COc1cc2c(cc1NC(=O)c1cc(-c3ccncc3)nc3ccc(C)cc13)oc1ccccc12,-2,-26,19,-5,-6,1,-8,1,-1,0
Cc1nn(C(C)C(=O)NCCN2CCCC2)c(=O)c2c1sc1ccccc12 (stereo unspecified),0,-3,-7,3,0,-3,-36,-3,-1,0
COc1ccc(-c2nn(CCC#N)cc2C(=O)Nc2cccc(C(=O)O)c2)cc1OC,-3,-5,15,0,2,3,-38,4,-4,0
COC(=O)c1ccccc1NC(=O)[C@@H]1CCC(=O)N1C1OC(=O)c2c1ccc(OC)c2OC (stereo partly specified),-7,1,2,5,0,-12,-25,0,4,-1
Cc1cc(C)nc(/N=C(\N)Nc2ccc(C(C)C)cc2)n1,3,-26,3,-26,3,-8,-9,-4,-2,2
O=C(/C=C/c1ccc(Br)o1)NCCCN1CCOCC1,-1,0,-68,-6,-3,-4,-23,-66*,-3,-3
CC(=O)c1ccc(N2CCN(S(=O)(=O)c3ccccc3)CC2)c(F)c1,1,9,-20,-2,-10,-3,-18,-4,-2,-1
Cc1ccc(C(C(=O)NC2CCCC2)N(C(=O)Cc2cccs2)c2ccc(C)c(C)c2)o1 (stereo unspecified),-1,/,/,/,5,/,-10,/,0,/
O=C(c1cccs1)N1CCN(c2ncc(C(F)(F)F)cc2Cl)CC1,0,-71,19,-2,-6,6,-22,-6,-3,0
CC(C)(CO)NCC#Cc1ccccc1,0,2,28,3,0,0,-14,4,0,1
COCCOC(=O)C1=C(C)NC2=C(C(=O)CCC2)C1c1ccc(N(C)C)cc1 (stereo unspecified),0,-20,-3,4,-1,1,-21,2,3,-1
Cc1ccc(NC(=O)Cn2cccc2)cc1Cl,5,/,/,-6,0,-2,-17,/,0,-1
CCCN1C(=O)C(Cc2nc3ccccc3c(=O)n2-c2ccccc2)c2cc(C)ccc21 (stereo unspecified),0,31,8,3,-2,5,-17,8,-2,6
COc1cc(NC(=O)Cc2c(C(=O)O)n(C)c3ccccc23)cc(OC)c1OC,2,5,-11,0,11,-1,0,-8,-2,6
Cc1ccc(Oc2ncccc2C(=O)NC2CCSC2=O)cc1 (stereo unspecified),1,9,-11,-2,0,2,-27,-17,0,4
CCN(Cc1ccccc1)C(=O)c1oc2ccc(C)cc2c1C,-1,-3,21,-2,4,0,-30,5,2,0
CCCc1cc(C(=O)NC(C)C2CCCO2)cs1 (stereo unspecified),5,-51,-2,-6,4,-3,-42,6,-8,5
CC(/C=N/NC(=O)c1cccc(F)c1)=C\c1ccccc1,11,-254,83*,-20,28*,6,-48,57,1,2
C=CCn1c(SCC(=O)Nc2cccnc2Cl)nnc1-c1ccc(C(C)(C)C)cc1,1,-4,-15,2,1,-2,-8,7,-1,0
CSc1ccccc1OCc1cc(C(=O)NCCn2nc(C)cc2C)no1,4,7,19,-3,7,10,-43,0,-1,4
C=CCn1c(C)cc(C(=O)CSc2nc3ccccc3c(=O)[nH]2)c1C,1,/,/,/,2,7,-35,/,-1,/
COc1ccc(CNC(=O)CCCn2nc(C)c3c(C)n(-c4ccc(C)cc4)nc3c2=O)cc1,-1,34,-20,-7,13,3,-9,5,3,2
O=C(Nc1cccnc1)c1cc(-c2ccc(Cl)cc2Cl)on1,0,-51,36,0,-1,0,-18,24,-1,-1
O=[N+]([O-])c1ccc(Cl)c(/C=N/n2c(COc3ccccc3)n[nH]c2=S)c1,1,-39,4,15,1,2,-6,4,21,-5
COc1ccc2cc[nH]c2c1,0,71*,22,0,5,-15,-32,3,-7,0
O=C(COC(=O)c1ccccc1Br)NC1CCCCCCC1,/,/,-48,/,/,0,/,-48,1,/
Cc1cccc(C)c1OCC(=O)Nc1ccc(S(=O)(=O)Nc2ccccn2)cc1,1,30,3,-6,-4,0,-17,2,-3,2
CCOc1cccc(C=NCCc2ccc(OC)c(OC)c2)c1O,-1,22,19,-4,-8,/,5,3,-1,-2
CC(C)OC(=O)c1ccc(NC(=O)c2ccccc2)cc1,0,-78,39,5,2,-3,-110,15,-2,1
OCCNCc1ccc(-c2ccccc2)cc1,1,-17,-7,-5,2,-7,-2,-6,13,1
O=C(CCCn1c(SCc2cccc([N+](=O)[O-])c2)nc2ccccc2c1=O)NCC1CCCO1 (stereo unspecified),3,28,1,-14,-1,3,-3,6,1,-2
O=C(Cn1nc(-c2ccccc2Cl)ccc1=O)Nc1ccc(Br)cc1,3,-11,-18,3,2,/,0,-5,-6,2
CSC(C1CCCC1)n1nnc2ccccc21 (stereo unspecified),/,14,-19,-2,/,-2,/,-1,-2,-3
O=C(c1ccc2c(=O)n(Cc3ccc(Cl)cc3)c(=S)[nH]c2c1)N1CCCC1,-9,-4,20,-12,0,/,-43,9,1,-3
O=C(/C=C/c1ccco1)Nc1ccc(S(=O)(=O)N2CCOCC2)cc1,-4,-24,6,6,2,0,-45,-4,0,1
O=C(NCCSc1ncc(-c2ccccc2)[nH]1)c1ccco1,/,-45,11,-8,/,15,/,2,-1,-1
O=C(Nc1ccc(-c2nc3ccccc3o2)cc1)c1cccnc1,-3,-133,55*,/,-3,-2,-169,23,0,-6
O=C(C1CCC1)N1CCN(c2ccc(Cl)cc2)CC1,2,-60,2,-1,0,-4,-51,-2,3,-5
CCC(C(=O)N1CCCC1)n1nc(C)c2c(C)n(-c3ccccc3)nc2c1=O (stereo unspecified),3,14,-10,4,6,-7,0,4,0,-2
COc1nccc(-c2ccc(F)cc2)c1C#N,-3,6,20,-1,-3,-5,-33,-8,-2,5
CC(=O)Nc1ccc(NC(=O)CN(C)S(=O)(=O)c2ccc3ccccc3c2)cc1,-2,6,-10,-4,5,0,-6,1,4,-3
CCCOc1ccc(/C=N\NC(=O)CCc2n[nH]c(=O)[nH]c2=O)cc1OC,6,4,0,8,4,8,-34,-5,2,-2

# Part of the list above in order of count of non-hydrogen atoms, ascending:
SMILES,HSP90 refold inh,aSyn UTR inh,HSF1 activator,Platelet DG rel,IEC-6 tox,Dyrk1A ADPGlo,KLF5 inhibitor,HSF1 inh,GSK3A inh,GSK3B inh
OCCNCc1ccc(-c2ccccc2)cc1,1,-17,-7,-5,2,-7,-2,-6,13,1
O=C(C1CCC1)N1CCN(c2ccc(Cl)cc2)CC1,2,-60,2,-1,0,-4,-51,-2,3,-5
CC(C)OC(=O)c1ccc(NC(=O)c2ccccc2)cc1,0,-78,39,5,2,-3,-110,15,-2,1
O=C(NCCSc1ncc(-c2ccccc2)[nH]1)c1ccco1,/,-45,11,-8,/,15,/,2,-1,-1
CCOc1cccc(C=NCCc2ccc(OC)c(OC)c2)c1O,-1,22,19,-4,-8,/,5,3,-1,-2
O=C(Cn1nc(-c2ccccc2Cl)ccc1=O)Nc1ccc(Br)cc1,3,-11,-18,3,2,/,0,-5,-6,2
CCCOc1ccc(/C=N\NC(=O)CCc2n[nH]c(=O)[nH]c2=O)cc1OC,6,4,0,8,4,8,-34,-5,2,-2
CCC(C(=O)N1CCCC1)n1nc(C)c2c(C)n(-c3ccccc3)nc2c1=O (stereo unspecified),3,14,-10,4,6,-7,0,4,0,-2
CC(=O)Nc1ccc(NC(=O)CN(C)S(=O)(=O)c2ccc3ccccc3c2)cc1,-2,6,-10,-4,5,0,-6,1,4,-3
O=C(CCCn1c(SCc2cccc([N+](=O)[O-])c2)nc2ccccc2c1=O)NCC1CCCO1 (stereo unspecified),3,28,1,-14,-1,3,-3,6,1,-2
